Screening data as filed in PubChem BioAssay.
APE1 inh: qHTS Assay for Inhibitors of the Human Apurinic/apyrimidinic Endonuclease 1 (APE1) | DNA repair nuclease/redox regulator APEX1 (Homo sapiens), P27695 | recombinant APE1, TAMRA/BHQ-2 abasic DNA cleavage fluorescence | Potency, µM (series often up to 65.8 µM), for inactives: at the top dose activity change, negative = inhibition, hits mostly inhibitors | hit rate 0.35% among 350,000;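 note: potency is the fitted concentration of half-maximal effect; plate controls were vehicle for no effect and reference inhibitor for full effect; nearly all actives have a fitted effect of over 55% in size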
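0.75 nM APE1 + cpd, 15 min RT; start w/ 50 nM TAMRA/BHQ-2 THF-abasic dsDNA; kinetic fluor 525/598 nm ×3 reads @60 s; Δ(read3−read1); normalized to DMSO and NSC13755 control wells.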
Pol kappa inh: qHTS for Inhibitors of Polymerase Kappa; DNA polymerase kappa (Homo sapiens), Q9UBT6; hit rate 0.53% among 400,000; Potency, µM (top dose mostly 107 µM), for the others: at the highest dose activity, negative = inhibition, actives largely listed as inhibitors; purified Pol kappa, fluorescent DNA synthesis assay, 10 min; AID 588579, 2011; note: potency is the fitted concentration of half-maximal effect; % is set by controls: 0 for no effect and ±100 for the full control effect
Target sequence (Q9UBT6 whole entry, looked up): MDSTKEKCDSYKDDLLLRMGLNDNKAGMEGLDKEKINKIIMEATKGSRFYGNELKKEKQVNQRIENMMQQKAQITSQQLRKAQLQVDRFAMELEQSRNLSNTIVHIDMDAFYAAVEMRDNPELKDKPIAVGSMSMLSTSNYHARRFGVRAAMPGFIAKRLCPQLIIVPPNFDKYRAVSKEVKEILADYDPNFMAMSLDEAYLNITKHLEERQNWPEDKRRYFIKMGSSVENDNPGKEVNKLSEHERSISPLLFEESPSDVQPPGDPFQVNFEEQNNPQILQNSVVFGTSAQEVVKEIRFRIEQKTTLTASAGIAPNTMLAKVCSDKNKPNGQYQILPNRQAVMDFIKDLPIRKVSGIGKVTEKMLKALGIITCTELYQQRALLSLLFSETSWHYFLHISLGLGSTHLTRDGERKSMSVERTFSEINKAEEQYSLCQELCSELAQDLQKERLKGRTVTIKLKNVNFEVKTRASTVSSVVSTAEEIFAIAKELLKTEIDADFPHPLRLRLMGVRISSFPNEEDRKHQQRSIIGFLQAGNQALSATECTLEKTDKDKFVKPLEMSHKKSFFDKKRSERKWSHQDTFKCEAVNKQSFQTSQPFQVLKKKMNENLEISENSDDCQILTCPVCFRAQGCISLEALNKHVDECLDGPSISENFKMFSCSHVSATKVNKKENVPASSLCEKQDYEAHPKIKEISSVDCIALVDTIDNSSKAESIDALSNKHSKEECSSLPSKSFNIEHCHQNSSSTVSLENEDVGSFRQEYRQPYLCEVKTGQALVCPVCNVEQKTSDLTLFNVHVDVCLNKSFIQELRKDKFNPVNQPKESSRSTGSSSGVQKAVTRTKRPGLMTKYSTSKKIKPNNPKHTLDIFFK
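10 nM Pol kappa was preincubated with compounds for 15 min at room temperature. Reaction started with 50 nM (final) substrate. Fluorescence read kinetically at 0 and 10 min.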
Pol eta inh: qHTS for Inhibitors of Polymerase Eta; recombinant Pol eta, fluorescent DNA replication assay; Potency, µM (titrated, usually from 114 µM), for inactives: at the highest dose activity change, negative = inhibition, most hits filed as inhibitors; hit rate 1.2% among 390,000; AID 588591, 2011; note: potency is the fitted concentration of half-maximal effect; % is set by controls: 0 for no effect and ±100 for the full control effect
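Pol eta at 10 nM preincubated with compounds 15 min at room temperature; reaction started with fluorescent substrate (50 nM final) and read kinetically at 0 and 10 min.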
ALOX12 inh: Primary qHTS assay for inhibitors of human arachidonate 12S-lipoxygenase (ALOX12): Round 2; hit rate 1.1% among 580,000; purified 12hLO, xylenol orange hydroperoxide absorbance; AID 1671190, 2021; Potency, µM (top dose mostly 108 µM), inactives show top-dose activity change, negative = inhibition, actives largely listed as inhibitors; Polyunsaturated fatty acid lipoxygenase ALOX12 (Homo sapiens), P18054; note: potency is the fitted concentration of half-maximal effect; % is set by controls: 0 for no effect and ±100 for the full control effect
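Hydroperoxide product was detected by ferrous iron/xylenol orange as the 573 to 405 nm absorbance ratio. Arachidonic acid at 40 uM (final) was turned over for 30 min at room temperature by 150 nM human 12hLO, pH 7.0 Hepes buffer, after 15 min compound preincubation.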
Pol beta inh: qHTS Assay for Inhibitors of DNA Polymerase Beta | P06746 | Pol beta primer extension/strand displacement, fluorescence kinetic | Potency, µM (top dose mostly 114 µM), for the others: at the highest dose activity change, negative = inhibition, hits mostly inhibitors | hit rate 1.3% among 340,000; note: potency is the fitted concentration of half-maximal effect; % is set by controls: 0 for no effect and ±100 for the full control effect
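Curves were derived by four-parameter Hill fits of normalized qHTS data. The kinetic fluorescent primer-extension read was taken at 0 and 10 min after 50 nM substrate, following a 15 min room-temperature preincubation of 10 nM enzyme with compounds.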
LDHA block: qHTS assay for inhibitors of human lactate dehydrogenase; purified LDHA, NADH/diaphorase-resazurin fluorescence; stronger effect = lower value; AID 1347041, 2019; activity change, % (values are at about 110 or 230 µM); L-lactate dehydrogenase A chain (Homo sapiens), P00338; hit rate 0.15% among 480,000; in the data active = activity change below about -30%; inconclusive = mostly about -25% to -30%;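 note: plate controls were DMSO wells for no effect and wells without enzyme for full effect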
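Enzyme activity of human lactate dehydrogenase 5 (2 nM; 0.06 mM NADH, 0.2 mM pyruvate, 5 min, RT) is measured via a resazurin/diaphorase fluorescence readout of residual NADH.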
ERG Ets-DNA blk: qHTS for Small Molecule Inhibitors of the ERG Ets/DNA interaction; Transcriptional regulator ERG (Homo sapiens), P11308; fluorescence polarization, His-ERG Ets domain / labelled DNA; Potency, µM (doses to about 76.9 µM), inactives show at the highest dose FP activity, negative = inhibition, most hits filed as inhibitors; hit rate 0.028% among 370,000; active = well fitted inhibition curve with a large enough effect in the polarisation, with a control signal flat; inconclusive = small, poorly fitted or top-dose-only effect, or effect the other way, or a change in a side signal; inactive = no such curve, though single readings can be large or run the other way; the % refers to the polarisation;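 note: polarization taken with two DNA probes labelled with fluorescein and Texas red; potency is the fitted concentration of half-maximal effect; % of control where 0% means no effect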
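His-tagged ERG Ets domain (1 uM in the protein solution; 300mM KCl, 50mM Tris-HCl, 1mM EDTA, 1mM DTT, pH 7.5) received compound, then a probe mix of 5 nM fluorescein-DNA and 100nM Texas-615-DNA. Fluorescence polarization was read for both dyes.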
RGS4 inhibitor: Inhibitors of Regulator of G Protein Signaling (RGS) 4: qHTS | Regulator of G-protein signaling 4 (Homo sapiens), P49798 | Transcreener GDP fluorescence polarization, RGS4-accelerated GTP hydrolysis | Potency, µM (top dose mostly 114 µM), for the others: at the top dose activity change, negative = inhibition, hits mostly inhibitors | hit rate 0.039% among 390,000 | AID 504845, 2011; note: potency is the fitted concentration of half-maximal effect; % is set by controls: 0 for no effect and ±100 for the full control effect; nearly all actives have a fitted effect of over 75% in size; some results filed as inactive show a strong effect at the top dose
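MLSMR compounds (23 nl, pin-transferred) preincubated 10 min at room temperature with a 500nM (2x) first reagent, then RGS4 at 900nM (2x) plus Transcreener GDP mix added; fluorescence polarization (620/688 nm) read before and after 90 min at 30 °C.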
Apoferritin bind: qHTS Assay for Identification of Novel General Anesthetics | AID 485281, 2010 | hit rate 0.074% among 350,000 | Ferritin light chain (Equus caballus), P02791 | Potency, µM (highest dose often 77.5 µM), inactives show top-dose activity change, negative = displacement, hits mostly inhibitors | apoferritin/1-aminoanthracene competitive binding, fluorescence; note: potency is the fitted concentration of half-maximal effect; % is set by controls: 0 for no effect and ±100 for the full control effect; nearly all actives have a fitted effect of over 20% in size
Target sequence (P02791 2-175 limits assumed): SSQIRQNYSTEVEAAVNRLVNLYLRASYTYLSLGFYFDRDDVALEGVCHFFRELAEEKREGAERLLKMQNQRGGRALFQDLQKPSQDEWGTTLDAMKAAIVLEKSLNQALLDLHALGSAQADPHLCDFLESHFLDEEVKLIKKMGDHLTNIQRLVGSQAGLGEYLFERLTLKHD
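In PBS, apoferritin at 10 uM is loaded with 1-AMA from a 50% saturated solution. After 10 min of compound exposure at ambient temperature, reduced 535 nm fluorescence indicates probe displacement.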
* hit, by the source's call; ? = inconclusive; / = no result given; & = joins results of further samples; [ ] = dose if it differs, or a comment. Unless noted, calls come from the whole dose curve; as a rule, active = well fitted curve in the direction sought with a large enough effect; inconclusive = small, poorly fitted or top-dose-only effect, or another doubt; inactive = no such curve, though single readings can be large; an effect the other way counts as inactive or inconclusive. The list is partial; count on the stated rates, not on these rows.

Fields: APE1 inh	Pol kappa inh	Pol eta inh	ALOX12 inh	Pol beta inh	LDHA block	ERG Ets-DNA blk	RGS4 inhibitor	Apoferritin bind
Cc1nn(-c2ccc(F)cc2)c2nc(N)c(C#N)c(-c3ccc(O)c(O)c3)c12
 : -1%	-25%	?	?	?	5	2%	-6%	2%
CC(=O)Nc1sc(N/N=C\c2ccccc2Cl)nc1-c1cccs1
 : 4%	1%	-6%	-28%	5%	-2	5%	3%	29%
Cc1cc(C(=O)Nc2nnc(C(F)(F)F)s2)no1
 : 3%	-4%	-11%	-4%	7%	-8	-7%	-2%	0%
Fc1ccccc1N1CCN(Cc2nnc(-c3ccc4c(c3)OCO4)o2)CC1
 : /	11%	-13%	-8%	18%	-4	-5%	0%	0%
CC(=C/C(=O)O)/C=C/c1ccc(Cl)o1
 : -3%	25µM*	1.1µM*	?	13µM*	-1	5%	-17%[11.4 µM]	8%
COc1ccc(N(C)S(=O)(=O)c2cccc(C(=O)NC3=NCCS3)c2)cc1
 : 3%	-21%	-8%	42%[activator]	7%	-4	-1%	8%	-10%
CCCCN(CC)CCCNC(=O)c1cn(-c2ccc(OC)cc2)c(=O)c2ccccc12
 : 19%	12%	-9%	-5%	16%	-2	-9%	-15%	5%
COc1cc(NC(=O)c2ccco2)c(OC)cc1NC(=O)CCC(=O)Nc1cccc(C)c1C
 : -2%	-11%	-14%	-15%	24%	-1	-2%	0%	-2%
CC(=O)N1CCc2c(sc3c2c(=O)n(CCc2ccccc2)c(=O)n3Cc2cccc(C)c2)C1
 : /	-15%	-17%	?	35%	-2	1%	6%	-14%
CCCCC(=O)Nc1ccc(C(=O)NN2C(=O)c3ccccc3C2=O)cc1
 : 9%	-7%	-13%	-4%	0%	-3	-12%	-17%	-3%

Fields: APE1 inh	Pol kappa inh	Pol eta inh	ALOX12 inh	Pol beta inh	LDHA block	ERG Ets-DNA blk	RGS4 inhibitor	Apoferritin bind
CC(C)CCn1c(SCC(=O)NC2CCS(=O)(=O)C2)nc2cc(Cl)ccc2c1=O (centres undefined)
 : 10%	6%	-3%	-10%	/	-5	9%	-3%	/
O=C(NC(=S)Nc1ccccc1N1CCCC1)c1ccccc1[N+](=O)[O-]
 : -5%	-12%	-15%	-14%	-11%	-9	1%	-4%	-15%
Cc1nc(NC(=O)COC(=O)CCc2ccccc2)c(Cl)cc1Cl
 : 26%	0%	-4%	-28%	/	-7	3%	2%	/
CC(C)Cn1c2nc3ccccc3nc2c2c(=O)n(CCN3CCOCC3)cnc21
 : -1%	0%	-14%	-4%	-2%	0	9%	22%	-2%
Cc1c(NS(=O)(=O)N2CCCCC2)c(=O)n(-c2ccccc2)n1C
 : 2%	-10%	-8%	-22%	1%	-10	-1%	30%	-10%
O=C(O)CN1CCN(Cc2ccc(Cl)cc2)C1=O
 : 5%	2%	-13%	-19%	-20%	-15	0%	17%	0%
OC12CCCCC1C(c1ccc3c(c1)OCO3)N(Cc1ccccc1F)CC2 (centres undefined)
 : -11%	-3%	1%	11%	-2%	-6	-8%	7%	?
Cc1cc(NS(=O)(=O)c2ccc(NC(=O)CCCOc3cccc(C)c3C)cc2)no1
 : 27%	-22%	-11%	0%	9%	-6	-10%	5%	-7%
CCOC(=O)N1CCN(S(=O)(=O)c2ccc(C(=O)Nc3sc4c(c3C(N)=O)CCN(CC)C4)cc2)CC1
 : -21%	-7%	7%	-25%	-25%	1	18%	?	?
CCOc1ccccc1OCCCC(=O)N1CCN(S(=O)(=O)c2cc(F)ccc2F)CC1
 : /	-13%	-23%	128%[activator]	/	-3	1%	16%	/

Fields: APE1 inh	Pol kappa inh	Pol eta inh	ALOX12 inh	Pol beta inh	LDHA block	ERG Ets-DNA blk	RGS4 inhibitor	Apoferritin bind
Oc1ccc(/C=N/NC(=S)NCC2CCCO2)cc1 (centres undefined)
 : -4%	4%	-19%	-12%	-1%	-3	6%	-50%	9%
C=CCN1/C(=C(\C#N)C2=NS(=O)(=O)c3ccccc32)N(C)c2ccccc21
 : 3%	-4%	-5%	0%	14%	-4	-3%	18%	-15%
Cc1cc(NC(=O)c2ccc(-c3ccc(F)c(Cl)c3)o2)no1
 : -6%	-18%	-8%	-4%	0%	-5	-7%	-9%	-6%
COc1cc(NS(=O)(=O)c2ccc(Nc3nc(-c4ccccn4)cs3)cc2)nc(OC)n1
 : -4%	-7%	-12%	17%	20%	-20	-7%	3%	-8%
Cc1cc(NCCc2ccccc2F)n2ncnc2n1
 : -4%	-13%	-4%	-14%	10%	-5	-2%	-27%	-13%
CCCCN(C(=O)/C=C/c1ccco1)c1c(N)n(CCC)c(=O)[nH]c1=O
 : -1%	-21%	-18%	2%	-13%	-6	0%	-1%	0%
CC(=O)c1ccc(N2CCN(C(=O)C3CCCN(c4ncnc5c4nc4n5CCCCC4)C3)CC2)cc1 (centres undefined)
 : -9%	-13%	11%	1%	-1%	-1	-2%	42%[11.4 µM]	-13%
COc1ccc(CC(=O)NCc2nc3cccnc3n2Cc2ccc(F)cc2)cc1OC
 : /	-9%[60.1 µM]	-18%	-7%	-27%	1	2%	-26%	4%
NNC(=O)C12CC3CC(C1)CC(n1ncnn1)(C3)C2
 : 1%	-7%	0%	-4%	15%	-10	-7%	5%	6%
COc1ccccc1N(O)C1CC(=O)N(c2ccc(F)cc2)C1=O (centres undefined)
 : -9%	4%	-4%	0%	0%	63	-2%	?	4%

Fields: APE1 inh	Pol kappa inh	Pol eta inh	ALOX12 inh	Pol beta inh	LDHA block	ERG Ets-DNA blk	RGS4 inhibitor	Apoferritin bind
CCOC(=O)c1nn(-c2ccccc2C)c2nc(CC(C)C)c(C#N)c(=O)n12
 : 17%	-6%	-11%	0%	19%	0	9%	-14%	-8%
C=CCn1c(SCC(=C)C)nc2c1c(=O)[nH]c(=O)n2C
 : 3%	14%	-10%	-22%	-1%	-4	-3%	-44%	-5%
CC(=O)NC12CC3CC(C1)CC(C(=O)N1CCN(S(=O)(=O)c4cccc([N+](=O)[O-])c4)CC1)(C3)C2
 : /	-5%	-24%	9%	/	-12	5%	-23%	/
CC(=O)c1ccc(NC(=O)NC2CCCCCCC2)cc1
 : -3%	-12%	-16%	10%	51%	0	3%	18%	-17%
COc1cc(NC(=S)N2CCN(S(=O)(=O)c3ccccc3)CC2)cc(OC)c1
 : 14%	0%	4%	0%	?	0	3%	-21%	-7%
COc1ccc(C2C(=O)c3ccccc3C2=O)cc1
 : 23%&0%	-7%	-11%	?	1%	-7	-2%	-1%	-3%&-8%
O=C(CSc1nccn(-c2ccc(Br)cc2)c1=O)NC1CCCC1
 : 18%	-2%	-10%	-11%	/	-6	-10%	19%	/
Cc1c(C(=O)NC2CCCC2)oc2ccccc12
 : -5%	-10%	-1%	4%	/	-10	-5%	9%	/
CCOc1ccc(C(=O)C(C)OC(=O)Cn2[nH]c(=O)c3ccccc3c2=O)cc1 (centres undefined)
 : -12%	-9%	-11%	200%[activator]	-8%	-2	2%	-19%	-18%
N#Cc1c(SCc2ccccc2)nc(N2CCOCC2)c2c1CCCC2
 : 6%	-8%	-17%	6%	2%	0	-1%	2%	0%

Fields: APE1 inh	Pol kappa inh	Pol eta inh	ALOX12 inh	Pol beta inh	LDHA block	ERG Ets-DNA blk	RGS4 inhibitor	Apoferritin bind
COc1ccc(NC(=S)NCCCn2ccnc2)cc1
 : /	-22%	0%	-24%	/	-6	-5%	-19%	/
CCn1c(=O)n(CC)c2cc(NS(=O)(=O)c3ccccc3)ccc21
 : 22%	2%	-19%	0%	17%	-2	8%	-2%	-5%
Cc1ccc(C(=O)COC(=O)c2cccc(NC(=O)c3ccc(Cl)cc3Cl)c2)cc1
 : /	-1%	-27%	-8%	3%	-5	1%	5%	?
COCCN1Cc2cccc(C(=O)NCC3CCN(CC(C)C)C3)c2C1=O (centres undefined)
 : 4%	9%	-19%	3%	-1%	-4	0%	4%	-12%
C=CCNc1nc(C(=O)OCC(=O)NCc2cccc(Cl)c2)cs1
 : 30%	-2%	-19%	?	/	-6&-3	-1%	-31%	/
Cc1cccc(N(C)C(=O)CCS(=O)(=O)c2ccc3c(c2)n(C)c(=O)c(=O)n3C)c1
 : /	5%	/	-23%	7%	-3	-18%	-18%	1%
CCOC(=O)C1CCN(C(c2ccc(OCC)cc2)c2c(O)cc(C)n(CCOC)c2=O)CC1 (centres undefined)
 : /	-10%[60.1 µM]	-13%	2%	-17%	-5	-3%	10%	56%[activator]
O=S(=O)(Nc1cccc(-c2nc3cccnc3s2)c1)c1ccc2c(c1)CCCC2
 : 3%	-10%	-16%	10%	2%	-5	-8%	10%	-19%
Cc1cccc(/C=C/c2onc(C)c2S(=O)(=O)N2CCC(C(=O)N3CCCCC3)CC2)c1
 : -6%	-2%	-2%&-21%	-7%	28%&-2%	-1&1	7%&-3%	8%&12%	?
